# Bioassay records: PubChem BioAssay, several laboratories
# NCOA1 inh: SRC1 coactivator transcriptional activity inhibitors, primary screen, cell-based, luminescence. Nuclear receptor coactivator 1 (Homo sapiens), Q15788. HEK293 GAL4-SRC1 luciferase reporter. inhibition, % at 3.6 µM. 360,000 tested, 0.12% active. AID 588354, 2011;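 active means inhibition above the campaign mean plus 3 SD, with each screening campaign given its own cutoff, cut at about 60% in these data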;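 further: 0% = DMSO treated cells and 100% = gossypol at 36 µM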
# Target sequence (Q15788 whole entry, looked up, the tested form may be a part): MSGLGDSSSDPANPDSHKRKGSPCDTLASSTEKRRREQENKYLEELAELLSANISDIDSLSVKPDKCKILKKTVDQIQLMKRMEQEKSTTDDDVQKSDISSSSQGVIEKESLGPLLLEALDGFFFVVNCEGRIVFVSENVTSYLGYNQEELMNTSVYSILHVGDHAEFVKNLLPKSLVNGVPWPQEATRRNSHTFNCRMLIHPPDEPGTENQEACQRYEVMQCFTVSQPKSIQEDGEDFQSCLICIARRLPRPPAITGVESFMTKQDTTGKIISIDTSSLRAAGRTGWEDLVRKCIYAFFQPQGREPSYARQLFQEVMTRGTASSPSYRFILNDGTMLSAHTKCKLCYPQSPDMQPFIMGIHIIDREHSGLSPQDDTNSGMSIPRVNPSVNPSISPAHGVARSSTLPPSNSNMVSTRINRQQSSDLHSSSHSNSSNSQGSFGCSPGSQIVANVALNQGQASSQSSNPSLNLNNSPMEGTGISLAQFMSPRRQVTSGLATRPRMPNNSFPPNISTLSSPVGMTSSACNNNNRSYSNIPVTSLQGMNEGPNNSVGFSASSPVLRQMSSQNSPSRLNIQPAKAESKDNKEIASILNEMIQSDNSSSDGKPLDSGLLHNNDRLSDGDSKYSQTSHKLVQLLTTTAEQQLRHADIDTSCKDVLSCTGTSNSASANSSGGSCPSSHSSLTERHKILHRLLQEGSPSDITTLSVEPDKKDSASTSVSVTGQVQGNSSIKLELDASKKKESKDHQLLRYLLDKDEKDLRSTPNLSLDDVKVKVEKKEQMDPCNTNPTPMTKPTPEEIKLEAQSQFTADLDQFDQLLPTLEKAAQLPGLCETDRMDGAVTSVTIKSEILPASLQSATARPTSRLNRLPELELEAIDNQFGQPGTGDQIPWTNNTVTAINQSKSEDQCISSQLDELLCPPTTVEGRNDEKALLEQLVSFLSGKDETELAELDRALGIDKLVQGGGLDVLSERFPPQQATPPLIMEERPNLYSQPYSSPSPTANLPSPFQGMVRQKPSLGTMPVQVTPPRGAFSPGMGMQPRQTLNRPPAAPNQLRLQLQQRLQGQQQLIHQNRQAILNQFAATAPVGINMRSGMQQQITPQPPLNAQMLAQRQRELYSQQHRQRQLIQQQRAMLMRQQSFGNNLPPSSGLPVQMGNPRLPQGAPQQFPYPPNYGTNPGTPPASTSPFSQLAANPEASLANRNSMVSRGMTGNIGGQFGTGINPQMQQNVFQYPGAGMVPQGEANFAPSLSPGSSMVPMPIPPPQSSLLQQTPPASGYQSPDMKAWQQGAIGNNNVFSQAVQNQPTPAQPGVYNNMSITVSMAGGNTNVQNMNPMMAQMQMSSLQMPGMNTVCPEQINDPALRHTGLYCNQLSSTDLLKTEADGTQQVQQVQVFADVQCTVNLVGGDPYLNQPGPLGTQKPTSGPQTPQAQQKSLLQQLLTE
# Shn3 inh set2: reduction of Shn3 3'UTR firefly luciferase signal, primary screen, Schnurri-3 inhibitor project, cell-based, Clone20 osteoblasts, set 2. Clone20 osteoblast Shn3 3'UTR firefly luciferase, 24 h. 360,000 tested, 0.52% active. inhibition, % at 12.5 µM. AID 588674, 2011;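 active means mean inhibition of at least 75% with every replicate also reaching 75%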;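 further: 0% = median of neutral control wells and 100% = pilot-screen positive control compound; some compounds past the cut are filed as inactive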
# NR2F2 inh: NR2F2 transcriptional activity inhibitors, primary screen, cell-based, luciferase reporter, HEK293T, luminescence | HEK293T NGFI-A luciferase reporter | inhibition, % at 8.6 µM | 370,000 tested, 0.7% active;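 active means inhibition above a per-plate cutoff, mean inhibition of test wells between control levels plus 3 SD, cut at about 38% in these data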;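 further: cells cotransfected with COUP-TFII expression vector driving the NGFI-A reporter; 0% = median of COUP-TF2 test wells and 100% = reporter-only cells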
# C8 TRAIL sens: viability loss with TRAIL in NB7+C8 cells, primary screen, TRAIL sensitizer project, cell-based, ATPlite luminescence; inhibition (viability loss, TRAIL sensitization), % at 10 µM; 360,000 tested, 1% active; AID 624354, 2012;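 active means compounds causing at least 50% loss of cell viability in the single-dose screen, relative to plate controls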
# SRC3 inh: SRC3 coactivator transcriptional activity inhibitors, primary screen, cell-based, luminescence. Nuclear receptor coactivator 3 (Homo sapiens), Q9Y6Q9. HEK293 GAL4-SRC3 luciferase reporter. inhibition, % at 3.6 µM. 360,000 tested, 0.17% active;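 active means inhibition above a per-campaign cutoff, the mean of all compounds plus 3 SD, cut at about 60% in these data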;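 further: 0% = DMSO-treated cells and 100% = gossypol-treated cells at 36 µM; higher means less SRC3-driven luciferase light from the GAL4 reporter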
# CF NFkB inh: inhibitors of PAF-induced NF-kB signaling, primary screen, cell-based, GFP fluorescence, uHTS | inhibition, % at 5 µM | KKLEB NF-kB-GFP reporter, GFP fluorescence overnight | 360,000 tested, 0.86% active;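 active means at least 50% inhibition at 5 µM, scaled per plate between neutral and stimulator controls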;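 further: PAF is a Pseudomonas aeruginosa culture filtrate used as stimulus; plate controls were PAF-stimulated DMSO wells for no effect and unstimulated DMSO wells for full effect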
# TWEAK Fn14 block: inhibitors of TWEAK-Fn14 signaling, primary screen, luciferase reporter cells, uHTS | AID 1159606, 2016 | inhibition, % at 10 µM | 360,000 tested, 2% active | TWEAK-stimulated Fn14 reporter cells, luciferase luminescence, 8 h; in the data active means inhibition above about 50%
# KKLEB cytotox: cytotoxicity in KKLEB CF airway cells, primary screen, cytotoxicity control for CF NF-kB inhibitor project, cell-based, uHTS, fluorescence assay plates; KKLEB CF airway cells viability, ATPlite luminescence, overnight; stronger effect = lower value; cells stimulated with P. aeruginosa culture filtrate; activity change (cytotoxicity), % at 5 µM; 360,000 tested, 0.36% active; AID 602141, 2011;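 active means corrected activity change at or below -50% at 5 µM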
# TROY NFkB inh: inhibitors of TROY-driven NF-kB signaling, primary screen, Q293 LMP1-TROYcd cells, NF-kB luciferase, uHTS; Q293 LMP1-TROYcd NF-kB luciferase reporter, 4 h; inhibition, % at 10 µM; 360,000 tested, 0.98% active; AID 1347056, 2019;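 active means compounds whose plate-normalised and pattern-corrected inhibition of the luciferase reporter signal at the single screening dose is 50% or more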
# NR5A2 inv ag: LRH-1 (NR5A2) inverse agonists, primary screen, cell-based, luminescence, HEK293T, StAR-luciferase reporter | Nuclear receptor subfamily 5 group A member 2 (Homo sapiens), O00482 | LRH-1 transfected, 24 h | inhibition, % at 3.6 µM | 360,000 tested, 0.13% active;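 active means inhibition above the mean inhibition of all tested compounds plus 3 SD, cut at about 73% in these data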;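 further: 0% = DMSO wells and 100% = reporter-only cells lacking LRH-1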
# LMP1 NFkB inh: EBV LMP1-driven NF-kappaB luciferase reporter inhibitors, primary screen, cell-based, luminescence, single point; inhibition, % at 12.5 µM; LMP1-induced NF-kappaB luciferase reporter cells; 350,000 tested, 0.69% active; in the data active means inhibition above about 41%;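 further: 0% = neutral control wells and 100% = reference inhibitor control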
# An asterisk follows results filed as active; nt = no result given. Not all compounds are listed (hit frequency here may not be typical).
SMILES,NCOA1 inh,Shn3 inh set2,NR2F2 inh,C8 TRAIL sens,SRC3 inh,CF NFkB inh,TWEAK Fn14 block,KKLEB cytotox,TROY NFkB inh,NR5A2 inv ag,LMP1 NFkB inh
CC(=O)OC[C@]12CCC(C)=C[C@H]1O[C@@H]1[C@H](O)[C@@H](OC(C)=O)[C@@]2(C)[C@]12CO2,95*,99*,91*,89*,95*,104*,98*,-56*,84*,102*,74*
O=C(NCC1=C(c2cccc3ccccc23)C[C@@H]2CC[C@H]1N2Cc1ccco1)c1cccnc1,8,-11,3,-10,7,15,4,-7,7,13,22
N=Cc1c(O)n(-c2ccc(C34CC5CC(CC(C5)C3)C4)cc2)c(=O)[nH]c1=O,-1,-2,-11,-4,17,16,67*,-11,54*,-12,0
CC1=C(C(=O)O)N2C(=O)[C@@H](NC(=O)CCCC(=O)O)[C@H]2SC1,7,-9,12,-1,13,-5,8,8,-1,-4,6
COC(=O)C1=C(c2ccc3ccccc3c2)C[C@@H]2CC[C@H]1N2C(=O)NC1CC1,8,9,1,6,-15,0,3,-2,-4,0,7
Cc1ccc2c(c1)C1CN(C)CCC1N2C(=O)Cn1nnc(-c2ccccc2F)n1 (stereo not drawn),3,13,-15,-5,-18,5,15,2,-5,-21,-4
C=CCn1c(O)c(/C(C)=N/N2CCCCC2)c(=O)[nH]c1=O,6,16,-5,-2,10,-2,17,-5,-21,-1,14
CCOc1ccc(N2C(=O)NC(=O)/C(=C/c3cnc(SC)nc3)C2=O)cc1,-5,-18,10,-3,7,0,-15,0,-22,-6,-3
CCC(=NCCCO)c1c(O)n(-c2ccc(OC)cc2)c(=O)[nH]c1=O,5,-9,7,4,3,5,2,4,-21,-11,-1
COc1cc2ccc(=O)oc2c2ccoc12,-18,18,-23,-17,3,-68,-22,14,-6,15,-3
Cc1ccc(CN2CCCC(C(=O)c3ccc4c(c3)OCO4)C2)cc1C (stereo not drawn),-14,7,3,2,-4,4,-2,-13,10,4,-6
CCC(C)NC(=O)c1c(N)n(CCCOC)c2nc3ccccc3nc12 (stereo not drawn),-7,12,10,0,14,8,21,-18,24,10,-3
CC1=NNC(=O)C1Br (stereo not drawn),-14,19,17,12,-9,-10,0,-4,-20,-6,3
COC(=O)C1=C(c2ccc(C(C)=O)cc2)C[C@@H]2CC[C@H]1N2C,4,-25,-4,16,9,15,-9,-2,-2,-6,-2
C[C@H]1CN([C@@H](C)CO)C(=O)CCCn2nncc2CO[C@H]1CN(C)C(=O)Oc1cccc2ccccc12,7,-14,14,-12,-2,12,9,8,4,-1,1
O=C(O)C(Br)CBr (stereo not drawn),-13,-17,-6,3,10,17,7,-7,15,1,-2
Cc1cc(C)c(C)c(C(O)(C(=O)O)c2ccccc2)c1C (stereo not drawn),6,-29,-4,4,-8,-10,3,-8,-1,-13,-6
COC(=O)C1C(C(=O)O)C2(Cl)C(Cl)=C(Cl)C1(Cl)C2(Cl)Cl (stereo not drawn),14,12,-5,-9,-10,26,-8,-7,4,4,5
COc1ccc(OC)c(N2C(=O)CC(=O)NC2=O)c1,-11,-5,-17,-11,-7,0,1,7,-9,13,1
Cc1cc2c(C(C)C)c(O)c(O)c(C=O)c2c(O)c1-c1c(C)cc2c(C(C)C)c(O)c(O)c(C=O)c2c1O,-4,92*,-12,32,44,62*,102*,-53*,66*,24,nt
CN1CC(C(=O)c2ccc(F)cc2)C(c2c(F)cccc2Cl)C1 (stereo not drawn),-4,4,2,-6,18,-4,-5,0,-9,1,-2
Fc1ccccc1CCNCc1ccccc1,2,4,-16,-10,-1,-10,0,2,5,-8,-2
CCN1C(=O)c2ccccc2Sc2ccc(C(=O)N3CCC4(CC3)OCCO4)cc21,12,9,nt,0,-26,1,34,9,-16,10,-4
Cc1ccsc1C(=O)C1CCCN(Cc2cnn(C)c2)C1 (stereo not drawn),-7,-4,-4,-2,12,4,18,11,-9,-9,12
Cc1[nH]c2ccccc2c1CCNCc1ccco1,-2,7,-2,6,18,14,-12,-2,3,-6,4
SMILES,NCOA1 inh,Shn3 inh set2,NR2F2 inh,C8 TRAIL sens,SRC3 inh,CF NFkB inh,TWEAK Fn14 block,KKLEB cytotox,TROY NFkB inh,NR5A2 inv ag,LMP1 NFkB inh
COC(=O)C(O)(c1ccc(NC(=O)Oc2ccccc2)cc1)C(F)(F)F (stereo not drawn),5,-5,4,3,17,11,13,-7,8,-14,0
COCCCN1CCN(c2nnc3n2-c2sc(Br)cc2C(c2ccccc2Cl)=NC3)CC1,4,7,8,-1,19,2,6,5,-9,-2,-24
CCCCn1nnnc1C(CCc1ccccc1)N1CCC2(CC1)C(=O)NCN2c1ccccc1 (stereo not drawn),17,10,-3,6,19,17,10,-11,14,-5,nt
O=C(O)C1CC2(Cl)C(Cl)=C(Cl)C1(Cl)C2(Cl)Cl (stereo not drawn),-2,7,3,4,-9,-13,-2,14,13,-6,-4
COC(=O)C1=C(c2cc3ccccc3s2)C[C@@H]2CC[C@H]1N2C(=O)NC(C)C,-14,17,2,9,4,15,8,6,-6,-6,-10
COC(=O)C1=C(c2ccc(OC)c(OC)c2)C[C@@H]2CC[C@H]1N2C(=O)NC1CCCCC1,9,-3,3,6,9,-26,10,0,-7,-16,4
O=C(C1CCC(=O)N1Cc1ccccc1Cl)N1CCC2(CC1)OCCO2 (stereo not drawn),-29,-8,-3,-3,7,-6,3,-11,-18,-28,-7
Cc1ccccc1NC(=O)N1Cc2ccccc2-n2nncc2C1,-7,7,17,12,3,-20,-6,16,0,7,5
O=C1C2(Cl)C3(Cl)C4(Cl)C(Cl)(Cl)C5(Cl)C3(Cl)C1(Cl)C5(Cl)C24Cl (stereo not drawn),-11,48,4,8,10,10,50,2,35,0,6
CC(=O)OC1(c2ccccc2)CCN(C)C2CCCCC21 (stereo not drawn),-17,-5,6,-15,-3,-2,21,15,15,-9,0
CC(=O)N[C@@H]1CC[C@@]2(O)[C@H]3Cc4ccc(O)c5c4[C@@]2(CCN3CC2CC2)[C@@H]1O5,-14,-18,-5,-4,9,24,3,4,-5,-14,5
O=C(CNS(=O)(=O)c1cccs1)N1CCC2(CC1)OCCO2,-47,-34,-21,-8,-51,-4,-30,-1,-9,-18,-6
O=C(C[N+]12CCC(CC1)C(O)C2)c1ccc(Br)cc1 (stereo not drawn),9,1,17,-12,-10,5,24,-2,-5,3,-4
O=C(CCC(=O)N1C[C@H]2C[C@@H](C1)c1cccc(=O)n1C2)NCc1ccccc1C(F)(F)F,-10,4,5,7,1,-7,9,10,-5,7,0
CN1CCCN(C(=O)COc2ccc(F)cc2F)CC1,-23,13,-4,-18,11,-20,-2,34,-39,-13,2
CCC(=NCc1ccc2c(c1)OCO2)c1c(O)n(C2CCCCC2)c(=O)[nH]c1=O,1,44,15,-2,9,12,27,2,29,-13,-2
O=C(NCC1=C(c2ccc3ccccc3c2)C[C@@H]2CC[C@H]1N2Cc1ccco1)c1nccs1,-9,9,-7,24,-6,9,11,0,-4,-15,8
COC(=O)C1=C(c2cccc(OC)c2OC)C[C@@H]2CC[C@H]1N2C(=O)N1CCC(O)CC1,3,7,-5,-14,11,7,0,-8,-10,-24,-15
CCOC(=O)CCCCCNC(=O)c1c(O)[nH]c(=O)[nH]c1=O,-1,-7,-8,-18,3,-20,-5,5,-2,-7,2
Cc1cccc(C(=O)NC(Oc2ccccc2)C(Cl)(Cl)Cl)c1 (stereo not drawn),8,0,21,-6,3,0,-3,-1,-14,27,-23
O=C(COc1ccccc1Cl)N1CCCC(N2CCN(c3ccc(F)cc3)CC2)C1 (stereo not drawn),20,42,9,-2,30,13,6,-2,19,6,13
Cc1ccc(C2NC(=S)NC(c3ccc(C)cc3)C23C(=O)NC(=O)NC3=O)cc1 (stereo not drawn),-22,-1,6,-1,7,-3,-1,0,-10,-11,-13
O=C(c1n[nH]c(=O)c2ccccc12)N1CCC2(CC1)OCCO2,6,-13,3,-10,-3,-24,-1,0,6,-11,11
N/C(=N/[N+](=O)[O-])N1CCN(C(=O)c2ccc(Cl)cc2)CC1,-2,3,8,2,-5,4,-21,11,19,3,1
O=[N+]([O-])c1ccc(N2CCCC2)c2ncccc12,8,3,7,-11,-1,-19,-44,-6,-14,20,-4
SMILES,NCOA1 inh,Shn3 inh set2,NR2F2 inh,C8 TRAIL sens,SRC3 inh,CF NFkB inh,TWEAK Fn14 block,KKLEB cytotox,TROY NFkB inh,NR5A2 inv ag,LMP1 NFkB inh
CN(C)Cc1ccccc1OC(=O)N(C)C,-2,6,12,-11,-11,1,-2,3,-7,-15,-9
O=[N+]([O-])c1ccc(NCCCN2CCOCC2)nc1,-25,-5,13,3,14,6,-5,-5,-10,5,-4
CN1CCN(c2cc([N+](=O)[O-])ccc2Cl)CC1,-5,19,-22,-4,14,10,5,8,1,13,0
COc1ccc(OC)c(NC2=NCCCS2)c1,6,-3,8,-4,7,10,18,4,14,-1,-2
COP(=O)(OC)C(Nc1ccccc1)c1ccccc1 (stereo not drawn),2,2,0,6,-13,3,-16,18,-6,3,-13
Cc1nc(Cl)sc1C(=O)Nc1ccc2ccccc2c1,-46,-79,-26,4,-71,-20,-28,4,-56,-21,0
Cc1nn(Cc2ccccc2Cl)c(Cl)c1C(=O)OCC(=O)NCc1ccco1,-2,-4,24,4,7,6,-6,3,-18,8,-14
CCOP(=O)(OCC)C(NC(=O)c1ccccc1Cl)=C(Cl)Cl,-57,2,19,12,8,1,8,1,8,6,8
O=C1/C(=C/c2ccc([N+](=O)[O-])cc2)N2CCC1CC2,4,1,0,0,12,-4,4,5,11,6,9
O=C1CN=C(c2cccc(Br)c2)c2cc(Br)ccc2N1,-7,-3,6,1,-2,8,9,-10,-1,12,2
CC(=O)NN1C(=O)c2ccccc2NC1c1cccnc1 (stereo not drawn),-10,-6,2,-5,-2,11,20,-2,-12,3,-6
O=C(NC(c1ccc(Cl)cc1)P(=O)(Oc1ccccc1)Oc1ccccc1)OCc1ccccc1 (stereo not drawn),5,13,3,2,4,20,2,-13,14,-3,-3
CCC1=Nc2cc(C(=O)N3CCC4(CC3)OCCO4)ccc2Sc2ccccc21,-18,14,19,2,15,4,-1,17,5,11,13

# Fetched one by one from above (2):
SMILES,NCOA1 inh,Shn3 inh set2,NR2F2 inh,C8 TRAIL sens,SRC3 inh,CF NFkB inh,TWEAK Fn14 block,KKLEB cytotox,TROY NFkB inh,NR5A2 inv ag,LMP1 NFkB inh
COc1ccc(OC)c(NC2=NCCCS2)c1,6,-3,8,-4,7,10,18,4,14,-1,-2
CCOP(=O)(OCC)C(NC(=O)c1ccccc1Cl)=C(Cl)Cl,-57,2,19,12,8,1,8,1,8,6,8
